Growth percent in the NCI-60 one-dose screen (48 h, 10 µM unless noted): 100 = growth as untreated, 0 = no growth, -100 = all killed.
SF-295: SF-295 CNS cancer cells; 5.6% of 79,000 active; AID 1794758
PC-3: PC-3 prostate cancer cells; 3.9% of 80,000 active
SF-268: SF-268 CNS cancer cells. 3.1% of 82,000 active
SNB-19: SNB-19 CNS cancer cells; 2.5% of 81,000 active; AID 1794751
HCC-2998: HCC-2998 colon cancer; AID 1794799; 4.7% of 79,000 active
SF-539: SF-539 CNS cancer; 6.8% of 81,000 active; AID 1794752
SNB-75: SNB-75 CNS cancer; 5% of 79,000 active
U251: U251 CNS tumor cells; 5.4% of 80,000 active; AID 1794753
* = called active by the depositor; nt = not tested or not shown; & = joins results of further samples. The calls were made as follows: active = growth percent below 10; inactive = the rest.

SMILES	SF-295	PC-3	SF-268	SNB-19	HCC-2998	SF-539	SNB-75	U251
CC(C)c1cc(C(C)C)c(S(=O)(=O)n2cc(C=O)c3ccccc32)c(C(C)C)c1	91	74	96	100	103	100	82	103
Cc1[nH][nH]c(=O)c1C(CC(=O)O)c1ccc(Cl)cc1 (stereo not drawn)	100	103	98	98	109	99	97	103
CCOc1ccc(Nc2ccc(N)c(S(=O)(=O)O)c2)cc1	126	89	111	108	101	100	83	103
O=C(Nc1cccc(Cl)c1)OCCN1CCOCC1	102	72	106	104	101	102	108	101
CN(C=O)c1ccc([N+](=O)[O-])cc1	101	95	90	103	97	nt	105	87
CCCCCCCOC(C)=O	99	101	101	108	108	94	83	98
CCn1cc(C(=O)NN=C2CCCCCC2)c(=O)c2ccc(C)nc21	78	83	84	88	99	100	76	95
S=C(NCc1ccccc1)NCc1ccccc1	96	84	96	95	111	101	82	92
C=C(C)[C@@H]1CC[C@]2(C(=O)n3ccnc3)CC[C@]3(C)[C@H](CC[C@@H]4[C@@]5(C)Cc6c([nH]c7ccccc67)C(C)(C)[C@@H]5CC[C@]43C)[C@@H]12	73	63	82	92	106	93	106	85
Cc1cc(-n2cnc3c(=O)[nH]cnc32)ccc1N	93	98	103	nt	117	91	96	111
COc1ccc(NC(=O)c2sc3nc(C)c(C(=O)/C=C/c4ccccc4)cc3c2N)cc1	49	53	29	11	25	38	12	1.8*
CCC(C(O)c1ccccc1)[N+](=O)[O-] (stereo not drawn)	63	179	96	92	111	95	91	104

The last 6 compounds of the part above are carried over, then new ones follow:
SMILES	SF-295	PC-3	SF-268	SNB-19	HCC-2998	SF-539	SNB-75	U251
CCn1cc(C(=O)NN=C2CCCCCC2)c(=O)c2ccc(C)nc21	78	83	84	88	99	100	76	95
S=C(NCc1ccccc1)NCc1ccccc1	96	84	96	95	111	101	82	92
C=C(C)[C@@H]1CC[C@]2(C(=O)n3ccnc3)CC[C@]3(C)[C@H](CC[C@@H]4[C@@]5(C)Cc6c([nH]c7ccccc67)C(C)(C)[C@@H]5CC[C@]43C)[C@@H]12	73	63	82	92	106	93	106	85
Cc1cc(-n2cnc3c(=O)[nH]cnc32)ccc1N	93	98	103	nt	117	91	96	111
COc1ccc(NC(=O)c2sc3nc(C)c(C(=O)/C=C/c4ccccc4)cc3c2N)cc1	49	53	29	11	25	38	12	1.8*
CCC(C(O)c1ccccc1)[N+](=O)[O-] (stereo not drawn)	63	179	96	92	111	95	91	104
O=C1c2cccc3cccc(c23)C(=O)N1CCCN[C@@H]1CCC[C@H]1NCCCN1C(=O)c2cccc3cccc(c23)C1=O	45	53	49	69	57	63	65	55
CC(=O)O[C@H]1[C@H](CC#CC#CC[C@@H]2C[C@]3(C)[C@H]4CC=C5[C@H]6CC(C)(C)CC[C@]6(C(=O)NCCCCN)CC[C@@]5(C)[C@]4(C)CC[C@H]3C(C)(C)[C@H]2OC(C)=O)C[C@]2(C)[C@H]3CC=C4[C@H]5CC(C)(C)CC[C@]5(C(=O)NCCCCN)CC[C@@]4(C)[C@]3(C)CC[C@H]2C1(C)C	nt	92	105	103	93	97	85	104
O=c1ccc(=O)n(-c2nc(-c3ccc(Br)cc3)cs2)[nH]1	79	76	83	91	101	100	88	83
Cc1cnc(CSc2nc(-c3ccc(Cl)cc3)cn2-c2ccc(Cl)cc2)c(C)c1	105	91	103	101	112	100	103	99
CCC(C)NC(=O)c1ccccc1C (stereo not drawn)	100	101	101	98	97	97	77	102
CCC(C)Nc1ccccc1 (stereo not drawn)	99	93	108	96	92	97	73	95
C=C(C)COC(=N)N(CCCC)CCCC	96	88	108	104	104	106	101	97
Nc1c(C(=O)Nc2c(Cl)cccc2Cl)sc2nc3c(cc12)CCCCC3	54	71	61	68	57	38	27	67
O=C(OCC(O)CO)c1c(Cl)c(Cl)c(Cl)c(Cl)c1-c1c2cc(I)c(=O)c(I)c-2oc2c(I)c(O)c(I)cc12 (stereo not drawn)	87	96	85	112	115	80	76	83
CCOC(=O)Nc1ccc2nc(Sc3ccc(Cl)cc3)sc2c1	29	34	54	48	57	5.6*	-12*	36
N#Cc1c(NC(=O)c2cccs2)[n+]([O-])c2ccc(Cl)cc2[n+]1[O-]	94	96	106	103	111	108	92	99
COc1ccc(-c2nc(C#N)c(NCC(c3ccco3)N3CCCC3)o2)cc1 (stereo not drawn)	24	37	52	52	67	24	41	36
C=CCn1c(-c2ccc3nc(-c4ccc([N+](=O)[O-])cc4)[nH]c3c2)n[nH]c1=S	100	105	114	107	102	99	93	105
CC(C)c1cc(N=O)cc(C(C)C)c1O	102	98	104	95	104	109	100	99
O=[N+]([O-])c1ccc(Oc2ccc(Br)cc2)c([N+](=O)[O-])c1	95	82	81	84	110	85	73	90
COC(=O)/C=C1\S/C(=N\Nc2ccc([N+](=O)[O-])cc2[N+](=O)[O-])N(Cc2ccccc2)C1=O	100	93	101	96	105	102	81	97
O=C(CC(c1ccccc1)c1cccc2ccccc12)c1ccccc1 (stereo not drawn)	97	90	85	95	89	104	88	93
Cc1cc(N2CCN(CCNc3ccnc4cc(Cl)ccc34)CC2)nc(-n2ccnc2)n1	82	77	85	91	88	67	90	83
O/N=C\c1ccnc2ccccc12	97	99	117	105	108	121	85	106
O=S(=O)(NN=C(c1ccccc1)c1ccccc1)c1ccccc1	98	90	100	102	103	101	112	96
COc1cccc(CN2C(=O)OC(C)(COC(C)=O)C2=O)c1OC (stereo not drawn)	97	91	104	106	106	101	99	103
CC1(C)NC2=C(C(Nc3cccnc3)N1)C(c1ccc(Cl)cc1)C(C(=O)c1ccc(N=[N+]=[N-])cc1)O2 (stereo not drawn)	97	103	99	99	103	100	90	93
O=C1N=c2ccccc2=C/C1=C\c1cc(-c2ccccc2)oc1O	94	87	91	101	106	90	91	101
O=C(c1ccccc1)n1oc(=O)c2ccccc21	104	80	98	93	95	97	83	107
O=CNCNC=O	109	100	103	107	109	114	92	97
O=C(Nc1ccc(C(F)(F)F)cc1)Nc1ccc2oc(=O)ccc2c1	-7.7*	14	51	30	33	32	44	-0.3*
O=C(NNC(=O)c1ccc(-n2cc(-c3ccccc3)nn2)cc1)Nc1cccc2ccccc12	98	95	94	97	115	102	99	91
COc1ccc(C(=O)N/N=C/c2cc(C(F)(F)F)ccc2Cl)cc1	78	91	112	92	96	104	101	109
O=C(O)c1ccccc1-c1c2ccc(=O)c(Cl)c-2oc2c(Cl)c(O)ccc12	112	109	118	106	102	116	80	108
COc1ccc2nc(Cl)cc(C)c2c1	88&93	82&99	116&101	111&98	96&108	107&97	98&99	108&99
O=C(CCCCCn1c2ccccc2c2c3c(c4c5ccccc5[nH]c4c21)C(=O)N(O)C3=O)N1CCOCC1	28	27	47	47	19	36	87	34
N#C/C(C(=O)Nc1ccc(S(N)(=O)=O)cc1)=C1\C(=O)Nc2ccc(Br)cc21	99	100	97	98	109	89	74	101
CCOC(=O)c1sc(SSc2nc(C)c(C(=O)OCC)s2)nc1C	103	85	107	96	99	110	102	98
N#Cc1c(Nc2ccccc2)nn2c(-c3ccc(Br)cc3)c(-c3nc4ccccc4s3)c(N)nc12	104	97	88	95	116	87	86	104
N#Cc1c(NCc2ccccc2I)sc2c1CCCC2	101	90	94	91	112	99	78	87
Cc1ccnc(NS(=O)(=O)c2ccc(NC(=O)CSc3nc4ccccc4c(=O)n3-c3ccc(Cl)cc3)cc2)n1	97	96	103	98	115	95	88	100

Whole records from above. Order of values: SF-295	PC-3	SF-268	SNB-19	HCC-2998	SF-539	SNB-75	U251
CCOC(=O)c1sc(SSc2nc(C)c(C(=O)OCC)s2)nc1C is entered as 103	85	107	96	99	110	102	98
C=C(C)[C@@H]1CC[C@]2(C(=O)n3ccnc3)CC[C@]3(C)[C@H](CC[C@@H]4[C@@]5(C)Cc6c([nH]c7ccccc67)C(C)(C)[C@@H]5CC[C@]43C)[C@@H]12 is entered as 73	63	82	92	106	93	106	85

Following part
SMILES	SF-295	PC-3	SF-268	SNB-19	HCC-2998	SF-539	SNB-75	U251
Cc1ccc(-c2nc(N3CCCC3=O)sc2Br)cc1	83	100	87	61	86	85	nt	77
C=CCn1c(SCC(=O)Nc2ccc(C(=O)/C=C/c3ccc(C)cc3)cc2)nnc1-c1c[nH]c2ccccc12	67	67	79	87	102	91	97	92
Brc1cccc2ccccc12	118	92	101	99	97	105	92	110
Brc1cccc(-c2cc(-c3cnc4c(c3)OCCO4)n[nH]2)c1	51	79	77	60	47	48	47	43
CCOC(=O)C(Cc1ccccc1)P(=O)(OCC)OCC (stereo not drawn)	100	98	113	102	119	103	100	nt
O=C1CC2C(CCC23OCCO3)c2ccc3ccccc3c21 (stereo not drawn)	91	97	100	99	90	95	97	nt
O=C(CCCCCC1CCCCC1)OCCc1ccccc1	103	95	104	115	99	98	91	97
Nc1cc(=O)n(Cc2ccccc2)c(=O)n1Cc1ccccc1	107	104	nt	99	105	108	84	112
COc1cc(C2CC(=O)Nc3c2c(C)nn3-c2nc3ccccc3[nH]2)cc2c1OCC(=O)N2 (stereo not drawn)	19	69	49	49	103	51	19	55
N#CC(C#N)=NNc1ccc(S(=O)(=O)c2ccc(NN=C(C#N)C#N)cc2)cc1	112	122	92	104	112	104	130	94
CCCN(CCC)c1cc(=O)nc2ccccn12	102	100	121	104	105	97	79	nt
COc1ccc(/C=C2\Oc3cc(O)ccc3C2=O)cc1	98	107	102	99	110	98	105	97
COc1ccc(NC(N)=NCCCOc2ccc(F)cc2)cc1	71	67	78	82	76	72	82	86
NC(N)=NN=C(c1ccc(O)cc1)c1ccc(O)cc1	100	102	90	103	102	102	94	98
CCOC(=O)CC(=O)c1ccc(C(=O)CC(=O)OCC)cc1	103	103	99	97	nt	98	85	96
CC1(C)COC(=O)OC1	106	99	107	98	101	111	nt	102
CCOC(=O)C1=NC(CO)C(=O)N(c2ccc(Cl)cc2)N1 (stereo not drawn)	94	95	99	98	105	100	95	105
C[C@]12CC[C@@H]3c4cc([N+](=O)[O-])c(O)cc4CC[C@H]3[C@@H]1CC[C@@H]2NS(=O)(=O)c1cccc(Br)c1	79	61	85	127	101	87	76	nt
CC1(C)CCc2ccccc2O1	115	85	101	111	nt	91	85	86
O=C(Cn1nncc1CN1C(=O)CSC1=O)Nc1ccc(O)cc1	101	99	100	106	93	100	79	102
N=C(N)c1ccc(-c2ccc(-c3ccccc3)s2)s1	-75*	-26*	-57*	10	-81*	-55*	-6.1*	-75*
CN(C)CCN1CCN(c2ncccc2C2Nc3ccccc3-n3cccc32)CC1 (stereo not drawn)	103	102	92	106	114	101	88	105
O=C(c1c[nH]c(=O)c(-c2ccc([N+](=O)[O-])cc2)c1)c1ccccc1O	86	87	88	91	89	106	nt	95
O=C(/C=C(/C=C/c1ccc(F)c(F)c1F)OB(F)F)/C=C/c1ccc(F)c(F)c1F	106	95	99	97	103	107	102	91
CNC1=CC(=O)c2c(C(=O)OC)c(C)nc(C)c2C1=O	106	95	100	99	110	96	113	99
O=C(OC(=O)C1CCCCC1)C1CCCCC1	113	93	nt	114	107	104	101	105
CCOC(=O)CC(C)(N)NC(N)=O (stereo not drawn)	94	98	103	109	103	102	89	104
Nc1nc(SCc2cccnc2)c2ncn(C3OC(CO)C(O)C3O)c2n1 (stereo not drawn)	99	89	91	99	97	95	101	98
